Compound activity deposited in PubChem BioAssay by National Center for Advancing Translational Sciences (NCATS).
TCR activator: activators of T cell receptors; primary human leukocytes, anti-CD3, IL-2 HTRF, 48 h; Potency, µM (series often up to 9.22 µM), for the others: top-dose activation of IL-2 secretion, actives largely listed as activators; 330,000 tested, under 10 active; AID 504894; also: % of control where 0% means no effect
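Primary human leukocytes were stimulated with a-CD3 beads plus compounds for 48 hr without co-stimulation; secreted IL-2 was quantified by HTRF using a-IL-2-K (europium cryptate) and a-IL-2-d2, excited at 320nm with acceptor emission read at 665nm.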
Mito fusion act: inhibitors of mitochondrial division or activators of mitochondrial fusion | S. cerevisiae fusion-defective mutant growth rescue, CellTiterGlo 48 h | 0.23% of 320,000 active | Potency, µM (top dose mostly 46.1 µM), for the others: at the top dose growth rescue (activation), hits mostly activators | AID 485298;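 also: potency is read from the fitted curve at half-maximal effect; % of control where 0% means no effect; nearly all actives have a fitted effect of over 45% in size; temperature-sensitive fusion mutants such as fzo1-1 at 37 °C on non-fermentable ethanol glycerol medium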
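Temperature-sensitive fusion-defective S. cerevisiae (e.g. fzo1-1, mgm1-5) were grown with compound in YPEG medium (3% ethanol, 3% glycerol) for 48 hours at 37C. Growth rescue was measured as viability by CellTiterGlo luminescence after 10 minutes at ambient.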
Chronic BCR inh: chronic active BCR signaling inhibition; ABC-DLBCL IkBa-CBG/CBR reporter, luminescence ratio, 4 h; Potency, µM (doses to about 46.1 µM), for the others: at the highest dose ratio change, negative = lower green/red ratio, hits mostly inhibitors; 0.05% of 340,000 active; AID 493014; active = well fitted inhibition curve with a large enough effect in the signal ratio, with a control signal flat, not every such curve was filed as active; inconclusive = small, poorly fitted or top-dose-only effect, or effect the other way, or a change in a side signal; the % refers to the signal ratio;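 also: potency is read from the fitted curve at half-maximal effect; plate controls were basal doxycycline-induced cells for no effect and cells given 10 µM MG132 for full effect; MG132 reads +100%, hits lower the ratio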
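TMD8 human ABC-DLBCL cells with doxycycline-inducible IκBα–green luciferase fusion and unfused red luciferase, in 0.5% FBS medium; compounds up to 46 uM, 4 h at 37C. Green/red luminescence ratio, filter-overlap corrected, fitted to concentration-response curves.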
ELG1 DNA repair: inhibitors of ELG1-dependent DNA repair in HEK293T cells; Potency, µM (series often up to 46.1 µM), without a hit: top-dose activity change, negative = inhibition, hits mostly inhibitors; 2.3% of 330,000 active; HEK293T ELG1-luciferase reporter, luminescence, 16 h; DNA damage induced by 5-fluorouridine; also: potency is read from the fitted curve at half-maximal effect; % is scaled to controls: 0 for no effect and ±100 for the full control effect; nearly all actives have a fitted effect of over 55% in size
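Cells (2,000 per well) received 5-fluorouridine plus test compound or DMSO and were incubated 16 hr at 37 °C, 5% CO2. Luciferase activity was read by luminescence 30 min after ONE-Glo addition; signal suppression marked inhibition of damage-induced ELG1 function.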
TSHR antag: human thyrotropin receptor antagonism | TSHR-expressing cells, TSH-stimulated cAMP HTRF, 2 h; hits give low values | activity change, negative = inhibition, % at 11.5 µM | 0.2% of 330,000 active | AID 504810;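 active = activity change below a set negative limit, meaning inhibition stronger than a set level, cut at about -70% in these data; inconclusive = activity change between two set negative limits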; also: % is scaled to controls: 0 for no effect and ±100 for the full control effect
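Antagonism was scored as loss of TSH-driven cAMP in TSHR cells, stimulated with 4nM TSH (EC80) for 2 hours at 37 deg C and detected by homogeneous HTRF competition immunoassay.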
Tb PFK inh: blocks T. brucei phosphofructokinase. O15648. T. brucei PFK, ADP-Glo luminescence. Potency, µM (doses to about 57.5 µM), inactives show top-dose activity, negative = inhibition, most hits filed as inhibitors. 0.17% of 330,000 active. AID 485367;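 also: potency is read from the fitted curve at half-maximal effect; 0% = uninhibited 1x PFK enzyme wells and -100% = no-enzyme wells; nearly all actives have a fitted effect of over 60% in size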
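Compounds were pin-transferred as a titration series up to 57 uM into substrate buffer (0.5 mM F6P, 0.1 mM ATP, pH 8.0), then 1.25 nM PFK was added and reactions ran 45 min before ADP-Glo detection.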
TSG101-PTAP inh: blocks PTAP/TSG101 interaction to inhibit HIV-1 budding; Potency, µM (doses to about 115 µM), inactives show at the top dose activity change, negative = inhibition, usual class: inhibitors; Q99816; AID 493005; Fluorescence polarization, FITC-PTAP peptide / Tsg101 binding; 340,000 tested, under 10 active; active = well fitted inhibition curve with a large enough effect in the main read-out, with a control signal flat, not every such curve was filed as active; inconclusive = small, poorly fitted or top-dose-only effect, or effect the other way, or a change in a side signal; inactive = no such curve, though single readings can be large or run the other way; also: potency is read from the fitted curve at half-maximal effect; % of control where 0% means no effect
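Steps: Tsg101 binding domain dispensed (10 uM final), compounds pinned in DMSO, FITC-labeled PTAP-motif peptide added (50 nM final); after 20 min binding at room temperature, polarization measured.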
USP2a block: USP2a (human) protease inhibition | AID 463254 | Potency, µM (series often up to 38.3 µM), inactives show at the highest dose activity change, negative = inhibition, most hits filed as inhibitors | 0.01% of 330,000 active | O75604 | USP2 core, Ub-CHOP2 coupled fluorogenic reporter, 485/531;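 also: potency is read from the fitted curve at half-maximal effect; plate controls were DMSO wells for no effect and full inhibition by NEM control for full effect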
Target sequence (O75604 whole entry, looked up): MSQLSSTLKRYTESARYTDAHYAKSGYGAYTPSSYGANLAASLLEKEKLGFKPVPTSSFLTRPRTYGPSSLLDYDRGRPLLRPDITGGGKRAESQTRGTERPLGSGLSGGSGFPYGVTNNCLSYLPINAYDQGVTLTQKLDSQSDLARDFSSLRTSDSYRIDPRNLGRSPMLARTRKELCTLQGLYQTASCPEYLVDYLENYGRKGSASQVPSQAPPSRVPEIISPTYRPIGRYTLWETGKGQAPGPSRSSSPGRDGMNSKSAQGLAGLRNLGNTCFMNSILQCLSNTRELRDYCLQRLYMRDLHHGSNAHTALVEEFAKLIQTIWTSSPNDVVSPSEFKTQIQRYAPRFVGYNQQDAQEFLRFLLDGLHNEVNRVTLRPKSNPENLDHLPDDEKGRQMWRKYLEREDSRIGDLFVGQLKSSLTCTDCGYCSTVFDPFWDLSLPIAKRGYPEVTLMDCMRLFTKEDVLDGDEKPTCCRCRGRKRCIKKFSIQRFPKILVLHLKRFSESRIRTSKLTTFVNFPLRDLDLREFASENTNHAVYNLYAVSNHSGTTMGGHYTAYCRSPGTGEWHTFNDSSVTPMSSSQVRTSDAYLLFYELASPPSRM
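Deubiquitinase activity read as fluorescence (485/531 nm) after Ub-CHOP2 cleavage activates the enterokinase reporter on its substrate; USP2 core 10nM, Ub-CHOP2 and substrate 25nM each, 30min compound preincubation then 60min RT; data normalized to NEM, curves fitted.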
uPA generation: cell surface uPA generation inhibition; cell surface uPA generation assay, qHTS; Potency, µM (titrated, usually from 38.3 µM), without a hit: at the highest dose activity change, negative = inhibition, most hits filed as inhibitors; AID 540303; 0.31% of 330,000 active; active = well fitted inhibition curve with a large enough effect; inconclusive = small, poorly fitted or top-dose-only effect; inactive = no such curve, though single readings can be large or run the other way; tested in mouse RAW 264.7 cells; also: potency is read from the fitted curve at half-maximal effect; % is scaled to controls: 0 for no effect and ±100 for the full control effect; nearly all actives have a fitted effect of over 55% in size
Eya2 phos inh: inhibitors of human Eya2 phosphatase activity; O00167; recombinant Eya2, OMFP fluorescence dephosphorylation (OMFP is methylfluorescein phosphate); Potency, µM (top dose mostly 76.9 µM), without a hit: top-dose activity, negative = inhibition, actives largely listed as inhibitors; 0.006% of 330,000 active; also: potency is read from the fitted curve at half-maximal effect; % is scaled to controls: 0 for no effect and ±100 for the full control effect
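Eya2 (0.2 uM) preincubated 10 min at ambient with compound, then OMFP substrate added at 50 uM; 10 min reaction in 50 mM HEPES pH 7.5, 50 mM NaCl, 5 uM MgCl2, 0.05% BSA, 1 mM DTT. Fluorescence read at Ex 485/Em 525 nm.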
B2AR arrestin: agonists driving beta-arrestin recruitment to human beta2-adrenergic receptor | AID 492947 | Potency, µM (top dose mostly 46.1 µM), inactives show top-dose activation, usual class: activators | 0.02% of 330,000 active | beta-arrestin recruitment to beta2AR, cell-based reporter;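 also: potency is read from the fitted curve at half-maximal effect; 0% = DMSO controls and full agonism = EC100 isoproterenol or metaproterenol; nearly all actives have a fitted effect of over 65% in size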
Target sequence (P07550 whole entry, looked up): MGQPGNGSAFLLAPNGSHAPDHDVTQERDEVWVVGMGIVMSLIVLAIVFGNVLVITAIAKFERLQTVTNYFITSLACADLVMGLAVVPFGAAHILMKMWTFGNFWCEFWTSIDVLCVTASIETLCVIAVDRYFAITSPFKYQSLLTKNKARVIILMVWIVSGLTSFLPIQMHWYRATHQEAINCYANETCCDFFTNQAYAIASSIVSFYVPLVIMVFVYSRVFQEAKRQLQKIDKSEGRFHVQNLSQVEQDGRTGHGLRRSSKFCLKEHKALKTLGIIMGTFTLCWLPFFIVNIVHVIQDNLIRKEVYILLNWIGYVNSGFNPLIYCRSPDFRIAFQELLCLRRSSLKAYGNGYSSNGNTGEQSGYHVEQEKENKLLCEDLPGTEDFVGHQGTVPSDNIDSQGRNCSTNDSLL
Numbers without * were called inactive; ? = inconclusive; . = not tested or not shown; [ ] = another dose, or the depositor's remark. Unless noted, calls follow the shape of the dose curve; as a rule, active = well fitted curve in the direction sought with a large enough effect; inconclusive = small, poorly fitted or top-dose-only effect, or another doubt; inactive = no such curve, though single readings can be large; an effect the other way counts as inactive or inconclusive.

Screens in order: TCR activator, Mito fusion act, Chronic BCR inh, ELG1 DNA repair, TSHR antag, Tb PFK inh, TSG101-PTAP inh, USP2a block, uPA generation, Eya2 phos inh, B2AR arrestin
COc1ccccc1N1CCN(Cc2cc(OC)c3c(c2)OCO3)CC1
    -3.5%, -0.4%, -1.7%, ?, -1.0, 3.8%, -3.3%, 0.2%, -4.3%, 8.4%, 0.1%
CCOc1cc(/C=N\NC(=O)CC(=O)NCCc2ccccc2)ccc1O
    4.1%, -8.9%, -13.0%, -2.0%, -6.9, 1.6%, 0.6%, -2.9%, 1.3%, 2.6%, 0.0%
COC(=O)c1sc2[nH]c(=S)n(N)c(=O)c2c1C
    -10.8%, -6.2%, 6.5%, -12.1%, 24.9, ?, 1.6%, -0.4%, -2.4%, 7.6%, -0.7%
Cc1ccc2[nH]c(=O)c(N3CCOCC3)c(-c3ccccc3)c2c1
    1.0%, 4.1%, 4.7%, 2.6%, 6.7, 2.9%, -7.4%, 1.0%, ., -16.5%, -0.3%
O=C1c2cccc3c(Cl)ccc(c23)C(=O)N1O
    ., 1.9%, -8.1%, -10.1%, -0.6, 0.9%, -7.7%, -17.2%, -16.7%, 11.1%, 0.0%
CCCCNc1cc(=O)n(C)c(=O)[nH]1
    2.6%, 3.9%, -6.8%, -7.3%, -18.8, 4.8%, -6.0%, -0.4%, 8.0%, 8.6%, 0.2%
CC(C)(C)NC(=O)C(=O)N/N=C/c1cccs1
    0.4%, -2.5%, -13.2%, ?, 21.3, 4.6%, -6.4%, -0.3%, -1.8%, -4.6%, 0.1%
O=C(NCCN1CCCCC1)Nc1cccc(C(F)(F)F)c1
    ., -6.8%, ?, ?, 0.8, 1.8%, 0.6%, 1.1%, -4.6%, -7.6%, -0.4%
COc1cccc(CNC(=O)CCS(=O)(=O)c2cccs2)c1
    ., -4.5%, -26.9%, 5.8%, -9.6, 0.8%, -1.6%, 2.7%, 0.5%, -4.2%, -1.6%
CC1CCN(C(=O)c2ccc(NC(=O)CC3SC(N4CCCC4)=NC3=O)cc2)CC1 (configuration not stated)
    10.5%, -6.3%, 3.9%, -8.0%, -6.0, -0.2%, -4.0%, 2.4%, 5.0%, 2.8%, 0.3%
CCOC(=O)c1[nH]c(C)c(C(=O)OCCOc2cccc(C)c2)c1C
    -0.8%[46.1 µM], 7.9%, 25.8%, -3.0%, -5.6, -2.8%, -4.3%, 4.9%, -1.7%, -2.5%, -0.2%
Nc1ccc(C(=O)Nc2ccc3nc(-c4ccncc4)[nH]c3c2)cc1
    -5.3%, -0.3%, ?, -5.9%, -10.5, 2.6%, -3.5%, 8.1%, -3.4%, 6.9%, -0.7%
CC1(C)Cc2c(c(-c3ccco3)nc3sc4c(NCC5CCCO5)ncnc4c23)CO1 (configuration not stated)
    -2.9%[46.1 µM], 3.6%, 11.3%, 7.31µM*, 1.0, -3.6%, 5.6%, -1.5%, -8.5%, -15.9%, 0.0%
Nc1nnc(SCc2cn3cc(Cl)ccc3n2)s1
    -6.0%, -2.4%, 4.4%, ?, -1.0, 0.3%, -2.0%, 1.8%, -1.2%, 9.6%, 0.1%
COc1ccc(N(C(=O)c2ccc(C)cc2)S(=O)(=O)c2cccs2)cc1
    0.9%[46.1 µM], -6.8%, 0.2%, -9.0%, 5.6, 4.3%, -10.3%, 0.2%, -5.6%, 2.1%, -0.1%
CCOC(=O)C1CCN(C(=O)C(C)Oc2ccc(Br)cc2)CC1 (configuration not stated)
    -3.2%, 12.6%, -3.8%, ?, -8.9, -8.0%, -1.3%, -0.3%, -2.0%, -3.8%, -0.1%
Cc1ccc([C@@H]2[C@@H]3C(=O)N(c4ccccc4)C(=O)[C@@H]3[C@]3(C)C(=O)N(CC4CC4)CC(=O)N23)o1
    -3.2%, 3.0%, -4.8%, 19.7%, 17.2, 0.4%, 3.5%, 0.5%, 4.5%, 15.9%, 0.2%
COc1cc2sc3cc(NCC[C@@H]4CCCN4C)ccc3c(=O)c2cc1OC
    5.5%, ., 0.8%, ?, -8.9, 2.6%, ., -5.1%, -13.8%, 9.2%, 13.5%
COc1cc(C(=O)O)ccc1OCc1ccncc1
    ., -0.3%, 0.4%, 11.6%, 4.5, 1.0%, -4.9%, 0.4%, 12.4%, -8.4%, 0.0%
COc1cc(OC)cc(C(=O)Nn2cc(C(=O)Nc3c(F)cccc3F)c3ccccc3c2=O)c1
    -0.8%, 0.6%, -4.4%, ?, -1.9, -2.7%, -0.4%, -3.6%, 12.4%, 15.6%, -0.6%
COc1ccc(/C=C(\NC(=O)/C=C/c2ccco2)C(=O)NCCc2nc3ccccc3[nH]2)cc1
    2.2%[46.1 µM], -3.1%, -6.2%, -26.6%, 2.0, -9.8%, -3.0%, -0.6%, 4.8%, -5.1%, -2.9%
C=CC[n+]1c(-c2ccc(OC)c(OC)c2)csc1NNC(=O)Nc1ccccc1
    -0.8%, -9.6%, -23.5%, ?, 3.8, 5.5%, -1.8%, 2.4%, -27.5%, 27.0%, ?
CC(C)(C)NC(=O)CN(C(=O)CCC(=O)Nc1nccs1)c1ccc(F)c(Cl)c1
    0.6%, 2.8%, 1.4%, -3.4%, -7.8, 5.7%, -1.4%, -1.8%, 1.5%, -4.8%, -0.6%
COc1ccccc1OCCC(=O)OCC(=O)c1[nH]c(C)c(C(C)=O)c1C
    0.3%, 5.7%, ?, 16.6%, 4.2, -6.6%, -0.3%, 2.9%, -7.6%, 10.2%, -0.9%
Cc1cc(C)c(C(=O)N2CCCC(Nc3ccc(F)cc3)C2)o1 (configuration not stated)
    2.2%, ?, ?, 8.4%, 2.7, -4.1%, -0.2%, -0.6%, 0.2%, -1.4%, -0.3%
O=S(=O)(c1ccc2ccccc2c1)N1CCN(c2ccc(O)cc2)CC1
    ., ., -1.7%, -29.9%, -11.0, 0.7%, -2.5%, -6.6%, ?, -3.6%, -0.1%
COc1ccc(N2CCCC2)c(NC(=O)COc2ccccc2)c1
    12.4%, 2.0%, 2.9%, -25.0%, 0.5, 0.8%, 0.8%, -6.8%, -0.5%, -9.3%, -0.2%
COc1ccc(OC)c(S(=O)(=O)N2CCC(C(=O)N(C)Cc3ccccc3)CC2)c1
    6.2%, -16.6%, -0.4%, -17.8%, 8.0, 1.9%, -8.8%, 0.6%, 1.3%, -11.6%, -0.6%
CC1CN(C(=S)SCCN2C(=O)CCC2=O)CC(C)O1 (configuration not stated)
    -1.8%, -5.9%, 0.9%, 26.2%, 5.6, -1.3%, 0.2%, -0.2%, -1.0%, -16.1%, -0.3%
CCC(=O)Oc1ccc(C(CC)C(CC)c2ccc(OC(=O)CC)cc2)cc1 (configuration not stated)
    -1.8%, 7.4%, 0.7%, -13.5%, -3.9, ?, 0.3%, 2.1%, -4.1%, 2.0%, -0.1%
C=C(C)C(=O)N1CC2(CC(c3cccc(NC(=O)CC(c4ccccc4)c4ccccc4)c3)=NO2)C[C@H]1C(N)=O (some centres not stated)
    -6.8%, -14.4%, 0.5%, -5.7%, 21.0, 2.3%, -3.5%, 5.1%, 7.3%, -2.3%, 0.3%
COc1ccc(/C=C(\NC(=O)c2ccccc2)C(=O)NCc2cccnc2)cc1
    1.4%, -2.5%, ?, 17.6%, 53.4, 0.0%, 2.2%, 0.5%, -2.9%, -3.0%, -0.8%
CC(C)[C@H](NC(=O)c1ccccc1)C(=O)OCc1nc2scc(-c3ccccc3)c2c(=O)[nH]1
    1.3%[46.1 µM], -2.2%, ?, ?, -49.5, -0.6%, 0.8%, 1.0%, 3.5%, 2.0%, -0.2%
COc1cc(C(CC(=O)N2CCCC2)c2c(OC)cc(OC)c3ccc(=O)oc23)cc(OC)c1OC (configuration not stated)
    0.3%, 11.3%, -4.2%, 26.6%, -3.9, 3.9%, -6.7%, ?, 11.8%, -16.5%, -0.3%
CCCSc1nnc2n(-c3ccccc3OC)c(=O)c3c4c(sc3n12)CCC4
    -1.1%, 4.0%, 3.2%, -8.1%, 2.6, -6.3%, -6.5%, 2.1%, -4.0%, 6.7%, -0.4%
